PAD4 FP inh – PAD4 (human) enzyme inhibition; Q9UM07; recombinant PAD4, RCA probe fluorescence polarization; inhibition, % at 6.36 µM; 330,000 tested, 0.41% active; AID 485272;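 active = percent inhibition above a cutoff equal to the mean of all tested compounds plus 3 SD, cut at about 15% in these data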;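 also: 0% = PAD4 with RCA probe and DMSO and 100% = probe without PAD4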
LYPLA1 counter – counter-screen for PME1 inhibitors: inhibitors of human LYPLA1. O75608. AID 2174. 320,000 tested, 0.16% active. recombinant LYPLA1, FP-Rh probe fluorescence polarization. inhibition, % at 5.9 µM;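 active = inhibition above the mean of all tested compounds plus 3 SD, set per campaign, cut at about 14% in these data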;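 also: inhibitors block serine hydrolase probe labeling of LYPLA1 so polarization falls; 0% = enzyme with DMSO and 100% = wells lacking LYPLA1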
Target sequence (O75608 whole entry, looked up): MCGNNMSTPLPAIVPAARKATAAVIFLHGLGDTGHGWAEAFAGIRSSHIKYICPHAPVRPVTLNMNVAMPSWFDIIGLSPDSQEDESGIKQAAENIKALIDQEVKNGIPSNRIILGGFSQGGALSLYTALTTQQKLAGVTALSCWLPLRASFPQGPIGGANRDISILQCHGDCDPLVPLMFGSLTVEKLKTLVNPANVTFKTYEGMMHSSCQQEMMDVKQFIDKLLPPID
PME-1 primary – blocks human protein phosphatase methylesterase 1; Q9Y570; recombinant PME-1, FP-Rh probe fluorescence polarization; inhibition, % at 5.9 µM; 320,000 tested, 0.53% active; AID 2130;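 active = inhibition above the campaign mean of all compounds plus 3 SD, cut at about 26% in these data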;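 also: competitive labeling of PME-1 active site by serine hydrolase directed probe; 0% = PME-1 with DMSO and 100% = wells lacking PME-1 enzyme; inhibitors block probe labeling so polarization falls and inhibition rises; many of its hits are not listed in these tables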
PAFAH1B3 inh – inhibitors of human PAFAH1B3 | Q15102 | recombinant PAFAH1B3, FP-rhodamine probe, fluorescence polarization | inhibition, % at 3.39 µM | 340,000 tested, 0.28% active | AID 492972;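 active = inhibition above the screen-wide average of all tested compounds plus 3 SD, cut at about 25% in these data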;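 also: 0% = enzyme with DMSO only and 100% = wells lacking PAFAH1B3 protein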
Target sequence (Q15102 whole entry, looked up): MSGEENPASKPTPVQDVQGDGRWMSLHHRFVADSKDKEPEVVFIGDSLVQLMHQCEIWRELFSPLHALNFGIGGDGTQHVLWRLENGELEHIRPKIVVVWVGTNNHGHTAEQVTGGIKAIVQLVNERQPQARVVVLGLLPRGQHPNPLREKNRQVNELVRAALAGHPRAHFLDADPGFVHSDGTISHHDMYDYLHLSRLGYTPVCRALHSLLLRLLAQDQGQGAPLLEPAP
PAFAH2 FP inh – PAFAH2 (human) inhibition; recombinant PAFAH2, FP-rhodamine activity probe, fluorescence polarization; 340,000 tested, 0.99% active; Q99487; inhibition, % at 3.39 µM;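 active = inhibition above the mean over all tested compounds plus 3 SD, cut at about 30% in these data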;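 also: inhibitors block probe labeling of enzyme so polarization drops; 0% = enzyme with DMSO and 100% = wells lacking PAFAH2 protein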
PAFAH1B2 inh – PAFAH1B2 (human) inhibition; inhibition, % at 3.39 µM; recombinant PAFAH1B2, FP-rhodamine activity probe, fluorescence polarization; 340,000 tested, 1.2% active;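 active = inhibition above the mean of all tested compounds plus 3 SD, cut at about 24% in these data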;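 also: 0% = enzyme with DMSO and 100% = wells lacking PAFAH1B2; many of its hits are not listed in these tables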
GSTO1 counter – blocks human GSTO1 in RBBP9 counter-screen. 300,000 tested, 1.1% active. inhibition, % at 5.96 µM. AID 1974. recombinant GSTO1, activity-based probe fluorescence polarization. P78417;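 active = inhibition above the campaign mean inhibition plus 3 SD, cut at about 35% in these data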;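 also: 0% = GSTO1-1 with DMSO and 100% = wells lacking GSTO1-1 enzyme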
LYPLA2 inh – LYPLA2 (human) inhibition in PME1 counter-screen. AID 2177. inhibition, % at 5.9 µM. O95372. recombinant LYPLA2, FP-Rh probe fluorescence polarization. 320,000 tested, 0.38% active;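 active = inhibition above the screen-wide mean plus 3 SD, limit set per campaign, cut at about 26% in these data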;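 also: 0% = LYPLA2 with DMSO and 100% = wells lacking LYPLA2 enzyme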
pPAFAH FP inh – inhibitors of human plasma PAF acetylhydrolase (pPAFAH); Q13093; recombinant pPAFAH, FP-rhodamine probe fluorescence polarization; inhibition, % at 3.39 µM; 330,000 tested, 1.5% active;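 active = inhibition above the mean inhibition across the screen plus 3 SD, cut at about 25% in these data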;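 also: inhibitors block binding of the rhodamine activity-based probe so polarization drops; 0% = enzyme with DMSO and 100% = wells lacking pPAFAH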
Target sequence (Q13093 whole entry, looked up): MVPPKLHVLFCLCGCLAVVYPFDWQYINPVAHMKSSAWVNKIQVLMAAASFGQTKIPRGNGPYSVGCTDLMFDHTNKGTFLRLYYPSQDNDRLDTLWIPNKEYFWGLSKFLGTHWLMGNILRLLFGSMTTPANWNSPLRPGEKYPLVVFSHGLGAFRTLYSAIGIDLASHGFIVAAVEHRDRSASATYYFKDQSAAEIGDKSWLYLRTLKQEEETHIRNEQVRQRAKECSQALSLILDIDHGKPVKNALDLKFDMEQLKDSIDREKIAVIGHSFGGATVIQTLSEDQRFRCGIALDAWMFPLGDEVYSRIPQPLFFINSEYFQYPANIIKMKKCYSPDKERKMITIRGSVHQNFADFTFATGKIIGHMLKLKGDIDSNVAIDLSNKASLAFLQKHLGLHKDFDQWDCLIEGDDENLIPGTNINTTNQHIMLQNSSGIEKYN
The depositor's hits bear a star; . = not tested or not shown.

SMILES	PAD4 FP inh	LYPLA1 counter	PME-1 primary	PAFAH1B3 inh	PAFAH2 FP inh	PAFAH1B2 inh	GSTO1 counter	LYPLA2 inh	pPAFAH FP inh
Cc1cc(C)nc(N2CCCC(C(=O)NCCC3=CCCCC3)C2)n1 (stereo not given)	-2	3	5	9	2	-1	-5	0	0
Cc1ccc(/C=C/C(=O)OCC(=O)N2CC(=O)Nc3ccccc32)o1	5	2	0	6	-2	-3	1	5	6
CC(C)(C)c1cc(CN2CCC(O)CC2)cc(C(C)(C)C)c1O	-4	-1	-2	7	-3	11	-9	-2	1
Cc1nnc(SCC(=O)Nc2cc(Cl)ccc2Cl)n1CC1CCCO1 (stereo not given)	3	1	-4	-5	-5	0	-4	2	1
O=C(O)CSc1nnnn1-c1ccccc1	4	-2	3	-5	-1	1	5	1	3
O=C(C[n+]1ccc(CCSc2ccc(F)cc2)cc1)c1ccccc1	-5	8	-2	-1	-1	0	3	0	7
Cc1ccc(/C=N/Nc2nc(N3CCOCC3)nc(N3CCOCC3)n2)o1	2	0	4	1	-1	-1	-2	-2	3
COc1ccc(N2CCN(C(=O)CSc3ncccc3-c3nc4ccccc4[nH]3)CC2)cc1	-32	-7	-8	-1	-20	-1	-20	-5	-2
COc1cccc(C2CC3(CC(C)(C)NC(=S)N3)Oc3cc(O)ccc32)c1 (stereo not given)	-8	2	-6	5	0	1	6	5	9
O=C(Nc1ccc(Cl)cc1)c1ccc(OCC2CCCO2)cc1 (stereo not given)	-5	-1	-5	1	-1	0	-2	1	4
Cc1ccc(N=C2N=C(N)c3ccccc32)c(C)c1	2	0	-1	8	4	0	3	-1	2
Cc1ccc(Cn2nc(C)c(NC(=O)c3cc(C)no3)c2C)cc1	2	1	-3	4	-4	-3	-2	-5	7
O=C(NC1=NCCS1)c1cccc(NC(=O)c2ccco2)c1	2	0	-2	3	-2	-5	2	-4	-7
CC(=O)NC(Cc1ccccc1)C(C)=O (stereo not given)	-1	-2	-6	3	-7	3	4	0	-8
CC(C)CCC1(CCNC(C)c2cccs2)CCOC(C)(C)C1 (stereo not given)	4	-3	-5	-2	7	1	2	4	-2
O=C1COc2ccc(C(=O)COC(=O)Cc3ccsc3)cc2N1	1	0	-4	2	-6	5	-10	6	5
O=C(c1cccc(C(=O)N2CCC(O)(c3ccccc3)CC2)c1)N1CCC(O)(c2ccccc2)CC1	-2	2	3	.	.	.	11	3	11
Cc1ccc(CSc2nc3c(c(=O)[nH]2)CCC3)cc1	-5	4	3	10	2	25*	-7	0	8
COc1cc(C(CC(=O)Nc2cc(C)ccn2)N2Cc3ccccc3C2=O)cc(OC)c1OC (stereo not given)	-2	-2	5	-2	0	5	-3	-4	3
CC(=O)Nc1ccc(NC(=O)N(c2ccccc2)c2ccccc2)cc1	0	0	-2	-1	-3	4	-2	-1	2
Cc1ccc2c(c1)C(=O)c1c(C(=O)O)cccc1-2	-3	1	1	5	7	5	-3	2	2
Cc1ccc(S(=O)(=O)N(Cc2cc3ccccc3[nH]c2=O)CC2CCCO2)cc1 (stereo not given)	0	-2	3	3	5	0	6	5	-1
Cc1ccc2[nH]cc(S(=O)(=O)c3ccc(C)c(C)c3)c(=O)c2c1	-5	-2	-6	1	4	-1	-4	-5	3
CC(Oc1cccc2cccnc12)C(=O)N/N=C/c1ccc2c(c1)OCO2 (stereo not given)	0	1	7	4	-3	6	4	1	3
COc1ccc([C@H]2CC(=O)C=C(c3cccc(OC(F)(F)F)c3)C2)cc1	-4	12	-3	-3	-4	6	.	18	4
Cc1nn(Cc2ccccc2Cl)c(C)c1C(=O)NCC(c1cccs1)N1CCOCC1 (stereo not given)	-2	-2	2	-1	-3	3	3	0	-6
COc1ccc2c(c1)C=C(CN1CCC(CO)(CCc3ccccc3)CC1)CO2	0	3	0	10	-10	6	6	2	-3
CCOc1ccc2nc(SC3CC(=O)N(c4ccc(C)cc4)C3=O)sc2c1 (stereo not given)	-1	-2	-7	-1	4	-1	5	-5	-11
CCc1cccc2c1NC(=O)[C@]21[C@@H]2C(=O)N(Cc3ccccc3)C(=O)[C@@H]2[C@@H]2CCCN21	-3	-1	-1	4	3	5	-3	1	17
Cc1ccc(-n2nc(CN3CCOCC3)c(-c3ccccc3)c2N)cc1Cl	-3	2	-9	2	1	6	-5	1	-2
COc1ccc(OCC(=O)N/N=C\c2ccco2)cc1	-4	-1	-2	7	-4	11	-2	0	4
COc1ccc(N=C2NC(=O)/C(=C/c3ccco3)S2)cc1	1	-1	5	-3	3	4	-10	-1	10
Cc1ccc(OCCSc2nc3ccccc3n2CC(=O)O)c(C(C)C)c1	3	-3	-4	0	-4	5	-5	-6	10
O=C(NCCN1CCc2ccccc2C1)C1CC(=O)N(C2CCCC2)C1 (stereo not given)	0	0	-1	-2	-2	3	4	1	-4
CN(C)C(=O)c1cc(F)ccc1Sc1cc(Cl)ccc1Cl	-3	1	2	7	12	-4	2	8	0
COc1ccc(CCNC(=O)COC(=O)/C=C/c2ccc3c(c2)OCO3)cc1OC	-6	.	.	8	6	2	.	.	-3
O=C(c1cc2ccccc2o1)N(Cc1nnc(-c2ccccc2Cl)o1)C1CC1	-3	-5	-7	5	5	7	-10	-2	-1
CCCC(CCC(=O)NC1CCCCC1)C(=O)O (stereo not given)	3	-4	8	5	-4	0	3	6	-5
Cc1ccc(-n2c(C)cc(C)c(C#N)c2=O)cc1C	0	-3	3	2	-4	2	3	-5	0
CCCN1CCc2c(sc(NC(=O)C3CCN(S(=O)(=O)c4cccs4)CC3)c2C(N)=O)C1	-1	5	11	10	2	4	5	17	7
C=CCC(NCc1ccco1)c1ccc(OC)cc1 (stereo not given)	-1	-1	-3	-7	-6	-2	3	2	5
COC(=O)c1cc(S(=O)(=O)N2CCCCC2C)c[nH]1 (stereo not given)	-2	0	0	3	-2	1	0	1	2
Cc1ccc(C2CC(=O)Nc3cc4c(cc32)OCO4)o1 (stereo not given)	-3	-5	-5	4	-1	2	-2	-5	5
Nc1ncnc2c1ncn2[C@@H]1O[C@H](CO)C[C@H]1O	-2	-2	-4	-8	2	-7	1	-6	-2
C=CCn1cccc(C(=O)Nc2ccc(F)cc2)c1=O	-4	-5	0	10	-4	10	2	-1	4

Shown as comma-separated lines: entries from further up
structure,PAD4 FP inh,LYPLA1 counter,PME-1 primary,PAFAH1B3 inh,PAFAH2 FP inh,PAFAH1B2 inh,GSTO1 counter,LYPLA2 inh,pPAFAH FP inh
O=C(NCCN1CCc2ccccc2C1)C1CC(=O)N(C2CCCC2)C1 (stereo not given),0,0,-1,-2,-2,3,4,1,-4
CN(C)C(=O)c1cc(F)ccc1Sc1cc(Cl)ccc1Cl,-3,1,2,7,12,-4,2,8,0
COc1ccc(CCNC(=O)COC(=O)/C=C/c2ccc3c(c2)OCO3)cc1OC,-6,.,.,8,6,2,.,.,-3
O=C(c1cc2ccccc2o1)N(Cc1nnc(-c2ccccc2Cl)o1)C1CC1,-3,-5,-7,5,5,7,-10,-2,-1

Going on with the list:
SMILES	PAD4 FP inh	LYPLA1 counter	PME-1 primary	PAFAH1B3 inh	PAFAH2 FP inh	PAFAH1B2 inh	GSTO1 counter	LYPLA2 inh	pPAFAH FP inh
S=c1[nH]ncn2c1cc1oc3ccccc3c12	0	1	4	3	1	3	-5	-2	-1
CCCN1CCN(C(=O)c2ccc(-c3ccc([N+](=O)[O-])cc3)o2)CC1	-2	2	2	-1	6	-2	.	1	7
O=C1C2C3C=CC(C3)C2C(=O)N1CNc1ccc(O)cc1 (stereo not given)	33*	11	44*	.	.	.	93*	24	23
CC(=O)Oc1ccc(C(=O)Nc2ccc3c(c2)C(=O)N(CCC(=O)O)C3=O)cc1	-2	-1	3	4	3	-1	-2	11	4
O=[N+]([O-])c1cc(S(=O)(=O)NCCN2CCOCC2)ccc1Cl	-3	0	10	10	9	2	14	3	5
COc1cc(/C=C/C(=O)N2CCOCC2)ccc1OCc1ccccc1	-4	3	-8	7	4	-1	-4	3	7
COc1cc(-c2cc(-c3ccc(O)cc3)nc(N)c2C#N)ccc1O	-4	-7	8	-1	-3	4	-41	-10	16
Cc1csc(=O)n1CCC(=O)N(C)Cc1c(F)cccc1Cl	-3	.	.	4	-5	3	.	.	-1
C/C(=N\NC(=O)Cn1nc(C)cc1C)c1ccc([N+](=O)[O-])cc1	-1	2	-4	0	6	0	0	2	5
CCOc1ccc(-n2nnc3c(=O)n(CC(=O)c4ccccc4)cnc32)cc1	0	-1	-3	-2	-5	1	1	2	7
NS(=O)(=O)c1ccc(S(=O)(=O)NCCc2ccccc2)cc1	3	-1	3	5	-4	3	9	2	1
COc1cc(C2=NOC(C(=O)NCc3cccs3)C2)cc(OC)c1OC (stereo not given)	0	2	-1	7	2	4	8	3	7
C/C(=N\NC(=O)c1ccc(Cn2cc([N+](=O)[O-])cn2)o1)c1cccc(NC(=O)c2cccnc2)c1	-2	0	-4	1	6	2	0	-4	1
Nc1ccn(CC(=O)NCc2ccccn2)c(=O)n1	2	2	-1	-6	6	2	.	5	2
Cc1ccc(C)c(NC(=O)C2CCN(C(=O)c3cccs3)CC2)c1	1	0	4	-3	-10	1	-5	4	6

Quoted at random: 2 records from the list.
SMILES	PAD4 FP inh	LYPLA1 counter	PME-1 primary	PAFAH1B3 inh	PAFAH2 FP inh	PAFAH1B2 inh	GSTO1 counter	LYPLA2 inh	pPAFAH FP inh
Cc1csc(=O)n1CCC(=O)N(C)Cc1c(F)cccc1Cl	-3	.	.	4	-5	3	.	.	-1
CC(=O)Oc1ccc(C(=O)Nc2ccc3c(c2)C(=O)N(CCC(=O)O)C3=O)cc1	-2	-1	3	4	3	-1	-2	11	4

In the list so far, these contain a nitro group on carbon:
SMILES	PAD4 FP inh	LYPLA1 counter	PME-1 primary	PAFAH1B3 inh	PAFAH2 FP inh	PAFAH1B2 inh	GSTO1 counter	LYPLA2 inh	pPAFAH FP inh
CCCN1CCN(C(=O)c2ccc(-c3ccc([N+](=O)[O-])cc3)o2)CC1	-2	2	2	-1	6	-2	.	1	7
O=[N+]([O-])c1cc(S(=O)(=O)NCCN2CCOCC2)ccc1Cl	-3	0	10	10	9	2	14	3	5
C/C(=N\NC(=O)Cn1nc(C)cc1C)c1ccc([N+](=O)[O-])cc1	-1	2	-4	0	6	0	0	2	5
C/C(=N\NC(=O)c1ccc(Cn2cc([N+](=O)[O-])cn2)o1)c1cccc(NC(=O)c2cccnc2)c1	-2	0	-4	1	6	2	0	-4	1

This is a subset, so the mix of outcomes need not match the whole.
